Bioassay records (PubChem)
MITF inh: MITF inhibitors, primary screen, biochemical, AlphaScreen, human. Microphthalmia-associated transcription factor (Homo sapiens), O75030. AlphaScreen MITF homodimerization, bead proximity signal. inhibition, % at 2.6 µM. 0.91% of 650,000 active. AID 1259374, 2018; in the data active means inhibition above about 50%;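 further: 0% = vehicle wells with protein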
Target sequence (O75030 whole entry, looked up): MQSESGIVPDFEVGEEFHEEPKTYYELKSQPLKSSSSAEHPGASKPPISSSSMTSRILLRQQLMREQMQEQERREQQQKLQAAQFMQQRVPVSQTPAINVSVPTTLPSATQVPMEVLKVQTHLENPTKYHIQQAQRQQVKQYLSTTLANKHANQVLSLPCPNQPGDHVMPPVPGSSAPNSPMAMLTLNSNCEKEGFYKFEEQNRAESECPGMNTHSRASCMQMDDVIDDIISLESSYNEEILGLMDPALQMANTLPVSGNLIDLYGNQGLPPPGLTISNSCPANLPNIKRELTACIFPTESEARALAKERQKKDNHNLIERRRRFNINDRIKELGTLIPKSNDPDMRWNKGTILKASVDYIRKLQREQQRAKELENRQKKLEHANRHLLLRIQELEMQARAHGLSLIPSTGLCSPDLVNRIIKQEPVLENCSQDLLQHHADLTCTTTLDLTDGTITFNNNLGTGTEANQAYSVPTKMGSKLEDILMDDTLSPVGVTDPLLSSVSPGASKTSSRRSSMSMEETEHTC
TEAD-YAP inh: TEAD-YAP interaction inhibition, primary screen, TEAD-YAP interaction inhibitor project, luminescence, HEK-TIYL cells; 1.4% of 640,000 active; TEAD-Gal4/YAP UAS-luciferase luminescence; inhibition, % at 9.12 µM; in the data active means inhibition above about 32%;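 further: 0% = median of test compound wells and 100% = reference inhibitor wells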
GPR151 ag: activators of human GPR151, primary screen, cell-based, PathHunter beta-arrestin, luminescence. G-protein coupled receptor 151 (Homo sapiens), Q8TDV0. PathHunter beta-arrestin GPR151 cells. activation, % at 11.2 µM. 1% of 650,000 active. AID 1508602, 2020; in the data active means activation above about 4.9%;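 further: 0% = median of compound wells and 100% = cells with positive control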
Target sequence (Q8TDV0 whole entry, looked up): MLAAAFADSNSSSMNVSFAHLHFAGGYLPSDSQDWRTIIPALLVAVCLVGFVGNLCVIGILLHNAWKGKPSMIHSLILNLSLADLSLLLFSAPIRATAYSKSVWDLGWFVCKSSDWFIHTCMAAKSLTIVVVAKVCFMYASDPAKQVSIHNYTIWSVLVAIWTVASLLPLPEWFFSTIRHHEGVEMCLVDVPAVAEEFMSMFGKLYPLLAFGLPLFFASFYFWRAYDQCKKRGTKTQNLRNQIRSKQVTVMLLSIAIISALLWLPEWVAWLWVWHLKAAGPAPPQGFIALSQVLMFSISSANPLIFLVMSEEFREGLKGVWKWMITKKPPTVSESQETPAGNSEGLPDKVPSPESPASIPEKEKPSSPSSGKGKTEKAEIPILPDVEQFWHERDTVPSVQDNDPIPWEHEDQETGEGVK
FBW7 activator: FBW7 E3 ligase activators, primary screen, biochemical, AlphaScreen, human. F-box/WD repeat-containing protein 7 (Homo sapiens), Q969H0. AlphaScreen FBW7–phospho-cyclin E peptide binding, activator screen. normalized activity (activation), % at 26.1 µM. 0.13% of 650,000 active. AID 1259310, 2017; in the data active means normalized activity above about 1.9%;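 further: purified mutant Fbw7 with reduced substrate affinity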
Active calls of the source: *; & = joins results of further samples.

The opening 3 entries, ahead of the listing:
The line under a structure holds: MITF inh	TEAD-YAP inh	GPR151 ag	FBW7 activator
1) COc1ccccc1C(=O)Nc1ccnn1C1CCN(C(C)Cn2nc(C)cc2C)CC1 (stereo not given)
→ -1	12	1.3	-0.2
2) CCCn1c(C)cc(C(=O)COc2ccc(-n3cnnn3)cc2)c1C
→ 6	8	-1.2	-0.1
3) CCN(CC)S(=O)(=O)c1ccc(C(=O)Nc2nc(-c3ccc4ccccc4c3)cs2)cc1
→ -1	0	1.4	0.0

The listing, from the first entry:
The line under a structure holds: MITF inh	TEAD-YAP inh	GPR151 ag	FBW7 activator
1) COc1ccccc1C(=O)Nc1ccnn1C1CCN(C(C)Cn2nc(C)cc2C)CC1 (stereo not given)
→ -1	12	1.3	-0.2
2) CCCn1c(C)cc(C(=O)COc2ccc(-n3cnnn3)cc2)c1C
→ 6	8	-1.2	-0.1
3) CCN(CC)S(=O)(=O)c1ccc(C(=O)Nc2nc(-c3ccc4ccccc4c3)cs2)cc1
→ -1	0	1.4	0.0
4) COc1ccccc1CNC(=O)CN1CCN(Cc2cccc(C)c2)C1=O
→ 2	4	0.4	0.0
5) COc1ccc(C(=O)/C=C/c2ccc(C)o2)cc1
→ 1	-52	-1.3	0.2
6) N#CCc1c[nH]c2c(F)c(F)c(F)c(F)c12
→ 4	-10	-0.5	0.1
7) O=C(CN1CCCCC1)OCCN=C1NS(=O)(=O)c2ccccc21
→ 4	-5	-1.4	-0.2
8) CCOc1ccc(CCN2C(=S)N(c3cccc(Cl)c3)C(=O)C2CC(=O)Nc2ccc(OC)cc2)cc1OCC (stereo not given)
→ 1	0	0.2	0.0
9) COCCc1ncc(CN2CCCC(C(=O)Nc3cccc(-n4cccn4)c3)C2)cn1 (stereo not given)
→ 2	11	-0.5	0.1
10) CCc1ccc(NC(=O)N(Cc2cccnc2)Cc2ccco2)cc1
→ 3	-3	0.1	-0.3
11) COc1cccc(C(CC(=O)NCC(OC)OC)NS(=O)(=O)c2ccc(C)cc2)c1OC (stereo not given)
→ 6	-8	1.1	0.0
12) Cc1cccc(N2CCN(C(=O)c3cccc([N+](=O)[O-])c3C)CC2)c1C
→ 7	-2	1.3	-0.1
13) CCC(=O)c1c[nH]c2ccccc12
→ 12	-11	2.1	0.0
14) O=C(Nc1ccc(N2CCOCC2)cc1)c1cc(F)c(F)cc1Cl
→ 10	-33	0.5	-0.2
15) CC(C)c1ccc(CN[C@H]2C[C@H]3C(=O)N[C@H](C(C)C)C(=O)N3C2)cc1
→ 12	2	-0.2	0.1
16) N#Cc1c(NC(=O)c2cc(=O)c3ccccc3o2)sc2c1CCCCC2
→ 6	4	-0.4	0.0
17) O=C(O)c1ccc2c(c1)C(=O)N(c1cnc(-c3ccccc3)s1)C2=O
→ 4	15	-0.5	-0.1
18) Cc1nc(N2CCOCC2)c2c(C)c(C(=O)N3CCN(Cc4ccc5c(c4)OCO5)CC3)sc2n1
→ 4	-5	-0.9	0.1
19) CCN1CCOC(CC(=O)Nc2ccccc2C)C1=O (stereo not given)
→ -6	-3	1.2	0.1
20) CC1CCCCN1C(=O)c1ccc(Sc2ccc(F)cc2)c([N+](=O)[O-])c1 (stereo not given)
→ -2	-18	-0.5	-0.4
21) CN(Cc1cccnc1)C(=O)CC1C(=O)NCCN1CC(c1ccccc1)c1ccccc1 (stereo not given)
→ 22	-3	-1.7	0.1
22) CC(=O)Nc1ccc(OCC(O)Cn2c3ccc(Cl)cc3c3cc(Cl)ccc32)cc1 (stereo not given)
→ 8	-15	1.4	0.2
23) CC(Oc1ccc(Br)cc1)C(=O)NCc1nc(-c2ccccc2)no1 (stereo not given)
→ 4	-8	-1.8	-0.2
24) O=C(Nc1c2c(nn1-c1ccc(F)cc1)CSC2)c1cccc(C(F)(F)F)c1
→ 1	-3	-0.2	0.0
25) CC(N=C1NS(=O)(=O)c2ccccc21)c1ccc(F)cc1 (stereo not given)
→ 8	3	-0.3	0.0
26) COC(=O)CC(C(=O)OC)P(=O)(O)CN(C)S(C)(=O)=O (stereo not given)
→ 29	1	1.4	-0.2
27) O=C(c1cccs1)N(CCO)Cc1cc2cc3c(cc2[nH]c1=O)OCCO3
→ 17	-26	2.5	1.2
28) O=C1N=c2ccccc2=C1c1c(NC(=O)c2cccc([N+](=O)[O-])c2)[nH]n(-c2c(Cl)cc(Cl)cc2Cl)c1=O
→ -1	-3	0.1	-0.3
29) COc1ccc(COC(=O)C2=C(C)NC3=C(C(=O)CC(C)(C)C3)C2c2ccncc2)cc1 (stereo not given)
→ -1&22	-8&7	1.1&-0.7	0.0&0.3
30) N#CCCn1nc(-c2ccc(Br)cc2)cc1/C=N/NC(N)=S
→ 0	17	0.9	-0.1
31) Cc1cc(NS(=O)(=O)c2ccc(NC(=O)/C=C/c3ccc(F)cc3)cc2)nc(C)n1
→ 15	5	-0.4	0.0
32) COc1ccc(C2C(C(=O)Nc3cc(OC)c(OC)c(OC)c3)c3cc(OC)c(OC)cc3C(=O)N2C)cc1OC (stereo not given)
→ 5	-1	0.0	-0.1
33) O=C1CCCN1CCn1cnc2c(Nc3ccc4c(c3)OCO4)nc(NCc3cccnc3)nc21
→ -4	-13	1.1	0.0
34) O=C(NC12CC3CC(CC(C3)C1)C2)c1c(O)c2c([nH]c1=O)CCCC2
→ -8	-7	1.1	-0.1
35) Cc1ccc(C)c2sc(NC(=O)c3cccc(N4C(=O)CCC4=O)c3)nc12
→ 4	14	1.3	-0.1
36) O=C(O)CCCCC1SCC2NC(=O)NC21 (stereo not given)
→ 122*	-2&-1	-0.7&0.2	-0.4&-0.3
37) Cc1nnc2n1NC(c1ccc(Cl)cc1)=CS2
→ -4	23	1.6	-0.2
38) COc1ccc(C(=O)N2CC(=O)Nc3ccc(F)cc3C2c2ccccc2)cc1OC (stereo not given)
→ 4	-2	-0.1	-0.1
39) CC(=O)c1ccc(NC(=O)CSc2ccc(C)cc2C)cc1
→ -2	-15	-0.5	0.0
40) COc1ccc(C2N(c3ccc(OC)cc3)C(=O)C2(F)F)cc1 (stereo not given)
→ -11	1	-0.6	0.1
41) COc1cccc(/C=C2\N=C(c3ccc(Cl)c(Cl)c3)OC2=O)c1
→ -9	2	-1.9	0.1
42) COc1ccc(CCNC(=O)c2cccc(-c3ccccc3)c2)cc1
→ 12	5	0.9	0.3
43) Cc1ccsc1C(=O)OCc1cc([N+](=O)[O-])cc2c1OCOC2
→ -3	-15	-0.3	-0.2
44) CNC(=O)NNC(=O)c1cccc(Br)c1
→ -6	-6	-1.2	0.0
45) CCOc1ccccc1CN1CCc2c(C(=O)N3CCCC3)c(OC)cc(=O)n2CC1
→ 8	7	2.1	0.1
46) CC(C)NC(=O)C1CCCN(C(=O)N2CCOc3ccccc32)C1 (stereo not given)
→ 6	1	0.4	-0.2
47) COc1cc(C)ccc1OCCOCCN(C)C
→ 19	-7	-0.2	-0.1
48) O=C1/C(=C/c2ccccc2)NC(=S)N1c1ccccc1
→ 6	-16	-0.6	-0.1
49) O=C(CC1(O)C(=O)Nc2ccc(Cl)cc21)c1ccc(Br)s1 (stereo not given)
→ -2	-11	-1.0	-0.1
50) CC1=C(C(=O)OC2CCCC2)C(c2cccc(Br)c2)NC(=O)N1 (stereo not given)
→ -3	-8	-0.1	-0.1

Later entries:
The line under a structure holds: MITF inh	TEAD-YAP inh	GPR151 ag	FBW7 activator
51) O=C(NCc1ccccn1)c1cn(Cc2ccccc2)nn1
→ -1	2	-0.2	-0.1
52) CCCCCc1nnc(NC(=S)NC(=O)c2ccc(Br)cc2)s1
→ 5	-5	0.4	0.1
53) Cc1cc(NC(=O)CC2(CC(=O)O)CCCC2)no1
→ 7	-3	-0.6	-0.1
54) CC(=O)c1ccc(NC(=O)/C=C/c2ccc([N+](=O)[O-])cc2)cc1
→ 8	-10	-0.1	0.1
55) CCN(CC)C(=O)CN(Cc1ccc(F)cc1)S(=O)(=O)c1ccc(Cl)cc1
→ 11	9	-0.6	0.2
56) Cc1cc(C(=O)N2CCC(C(=O)NC(c3ccccc3)c3ccsc3)CC2)no1 (stereo not given)
→ 11	2	0.2	0.1
57) C=CCn1c(SCC(=O)Nc2sccc2C(N)=O)nnc1C1CCCCC1
→ -5	18	1.7	0.1
58) O=C1CCC(C(=O)NNC(=O)c2nn(Cc3ccccc3)c(=O)c3ccccc23)=NN1
→ -2	6	1.2	-0.1
59) FC(F)(F)c1cccc(N2CCC(N=CN3CCCCCC3)=N2)c1
→ 17	-17	1.0	-0.2
60) Cc1ccc2oc(=O)c3cnn(CC(=O)NC4CCCC4)c3c2c1
→ 2	4	-0.5	-0.2

Some of these compounds in order of molar mass, high to low:
The line under a structure holds: MITF inh	TEAD-YAP inh	GPR151 ag	FBW7 activator
28) O=C1N=c2ccccc2=C1c1c(NC(=O)c2cccc([N+](=O)[O-])c2)[nH]n(-c2c(Cl)cc(Cl)cc2Cl)c1=O
→ -1	-3	0.1	-0.3
49) O=C(CC1(O)C(=O)Nc2ccc(Cl)cc21)c1ccc(Br)s1 (stereo not given)
→ -2	-11	-1.0	-0.1
37) Cc1nnc2n1NC(c1ccc(Cl)cc1)=CS2
→ -4	23	1.6	-0.2
13) CCC(=O)c1c[nH]c2ccccc12
→ 12	-11	2.1	0.0

The list goes on.
The line under a structure holds: MITF inh	TEAD-YAP inh	GPR151 ag	FBW7 activator
61) O=C(COc1ccc(C(=O)c2ccc(F)cc2)cc1)NCC(F)(F)F
→ 3	-8	-1.7	0.3
62) CCc1ccccc1NC(=O)CCCC(=O)OCC(=O)c1ccc(OC)cc1
→ 3	-3	1.2	-0.3
63) C=CCn1c(SCC(=O)NC2CCCCC2)nc2scc(-c3ccc(F)cc3)c2c1=O
→ 12	7	-0.7	0.1
64) Cc1cccc(OCC(=O)N2CCC3(CC2)CC(=O)c2ccccc2O3)c1
→ 1	-2	1.8	0.0
65) COc1ccc(NC(=O)Nc2cccc3ccccc23)c(OC)c1
→ 12	2	1.3	0.0
66) COc1ccc(-c2cc(C(F)(F)F)n3nc(C(=O)NCc4ccccc4Cl)cc3n2)cc1
→ -1	-8	-0.5	0.0
67) CC1=C(C(=O)OC2CCCC2)C(c2coc3ccccc3c2=O)C2=C(CC(c3cccs3)CC2=O)N1 (stereo not given)
→ 8	-1	0.7	0.7
68) COCc1c(C(=O)N/N=C/c2cccc(OC)c2O)nnn1-c1nonc1N
→ 61*	73*	0.0	-0.2
69) NC(CO)C(=O)NNCc1ccc(O)c(O)c1O (stereo not given)
→ 88*	-6&5	2.1&-0.8&0.0	-0.1&-0.3&-0.3
70) O=C1NC2(CCCCC2)Nc2ccccc21
→ 4	2	0.1	0.1
71) COC(=O)c1cc2c(cc1NC(=O)Cn1ncc3c1-c1ccccc1OC3)OCO2
→ -8	-3	-1.2	-0.1
72) CCn1c(CNC(=O)c2cccc(C)c2)nnc1SCC(=O)Nc1cccc(Cl)c1
→ 10	1	-0.7	0.8
73) COc1ccc(-c2cnc3ccc(NCCCO)nn23)c(OC)c1
→ -13	-11	-0.5	-0.2
74) O=C(c1nnc(-c2ccncc2)o1)c1ccccc1Cl
→ -3	7	3.2	-0.8
75) Cc1ccc(C)c(-c2csc(NC(=O)c3ccc(C(=O)c4ccccc4)cc3)n2)c1
→ 1	11	-0.4	0.0
76) COC(=O)c1ccccc1NC(=O)c1ccc(NC(=O)C2COc3ccccc3O2)cc1 (stereo not given)
→ 15	10	0.0	0.3
77) CC(=O)c1ccc(NC(=O)Nc2ccc([N+](=O)[O-])cc2C)cc1
→ -7	-8	-0.7	-0.1
78) CC(OC(=O)CCCC(=O)Nc1ccc(F)cc1)C(=O)c1ccccc1 (stereo not given)
→ 14	13	1.0	0.1
79) CCCCn1c(N)c(N(CCC(C)C)C(=O)CSc2nnc(C)s2)c(=O)[nH]c1=O
→ 27	7	-2.5	-0.1
80) CCOc1cc(/C=C(\C#N)C(=O)NCCOC)ccc1OCc1ccccc1C#N
→ 9	-2	0.3	0.2
81) Cc1ccccc1C(=O)NNC(=O)Cc1ccccc1
→ -5	7	0.7	-0.1
82) COc1ccccc1NC(=O)C1CCC(CNc2c(N3CCCCC3)c(=O)c2=O)CC1 (stereo not given)
→ 2	-4	-0.1	-0.1
83) COc1cc(-c2ncnn2-c2sc3c(c2C#N)CCCC3)cc(OC)c1OC
→ -11	0	-0.3	-0.2
84) COc1cc(-c2nc3ccc(Br)cn3c2NCC2CCCO2)ccc1O (stereo not given)
→ 6	30	-0.5	0.0
85) O=C1c2cccc([N+](=O)[O-])c2C(=O)N1c1cccc(Cl)c1
→ 4	3	-0.7	0.8
86) COc1cccc(/C=N/NC(=O)c2cccs2)c1
→ 18	-73	-1.7	0.0
87) CCCCS(=O)(=O)Nc1ccc(Cc2ccncc2)cc1
→ 15	-3	3.0	0.7
88) Cc1ccc(CSc2nc3ccsc3c(=O)n2CCCC(=O)NCCc2ccc(S(N)(=O)=O)cc2)cc1
→ 4	-16	-0.1	1.0
